# Screens: PubChem BioAssay, several laboratories
# Calpain2 inh: calpain II (pig) inhibition. purified calpain II, fluorogenic peptide substrate, 30 min. inhibition, % at 16 µM. 220,000 compounds, 0.37% hits. AID 1236;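 active = inhibition above about 50%, limit read from the data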
# TNF necrop inh: blocks TNF-alpha induced death of Jurkat FADD-/- cells | Jurkat FADD-/- TNF necroptosis rescue, ATP luminescence, 24 h; 0 = TNF only, 100 = no-TNF cells | activation (protection from cell death), % at 10 µM | 220,000 compounds, 0.068% hits | AID 463075;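 active = activation, meaning protection from cell death, of at least 50% relative to plate controls; inactive = activation below 50%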;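 note: necroptosis triggered by 40 ng/mL TNF-alpha added together with compound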
# PERK inhibitor: human PERK inhibition, primary cell-based screen; Q9NZJ5; CHO PERK-DD fusion, SEAP luminescence translation reporter; inhibition, % at 5.6 µM; 220,000 compounds, 0.17% hits;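 active = inhibition above the mean inhibition of all tested compounds plus 3 SD, set separately per screening campaign, cut at about 2.9% in these data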;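 note: PERK kinase domain activated by AP20187 dimerizer at 100 nM; 0% = DMSO with dimerizer and 100% = rapamycin at 8.4 µM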
# Target sequence (Q9NZJ5 whole entry, looked up, the tested form may be a part): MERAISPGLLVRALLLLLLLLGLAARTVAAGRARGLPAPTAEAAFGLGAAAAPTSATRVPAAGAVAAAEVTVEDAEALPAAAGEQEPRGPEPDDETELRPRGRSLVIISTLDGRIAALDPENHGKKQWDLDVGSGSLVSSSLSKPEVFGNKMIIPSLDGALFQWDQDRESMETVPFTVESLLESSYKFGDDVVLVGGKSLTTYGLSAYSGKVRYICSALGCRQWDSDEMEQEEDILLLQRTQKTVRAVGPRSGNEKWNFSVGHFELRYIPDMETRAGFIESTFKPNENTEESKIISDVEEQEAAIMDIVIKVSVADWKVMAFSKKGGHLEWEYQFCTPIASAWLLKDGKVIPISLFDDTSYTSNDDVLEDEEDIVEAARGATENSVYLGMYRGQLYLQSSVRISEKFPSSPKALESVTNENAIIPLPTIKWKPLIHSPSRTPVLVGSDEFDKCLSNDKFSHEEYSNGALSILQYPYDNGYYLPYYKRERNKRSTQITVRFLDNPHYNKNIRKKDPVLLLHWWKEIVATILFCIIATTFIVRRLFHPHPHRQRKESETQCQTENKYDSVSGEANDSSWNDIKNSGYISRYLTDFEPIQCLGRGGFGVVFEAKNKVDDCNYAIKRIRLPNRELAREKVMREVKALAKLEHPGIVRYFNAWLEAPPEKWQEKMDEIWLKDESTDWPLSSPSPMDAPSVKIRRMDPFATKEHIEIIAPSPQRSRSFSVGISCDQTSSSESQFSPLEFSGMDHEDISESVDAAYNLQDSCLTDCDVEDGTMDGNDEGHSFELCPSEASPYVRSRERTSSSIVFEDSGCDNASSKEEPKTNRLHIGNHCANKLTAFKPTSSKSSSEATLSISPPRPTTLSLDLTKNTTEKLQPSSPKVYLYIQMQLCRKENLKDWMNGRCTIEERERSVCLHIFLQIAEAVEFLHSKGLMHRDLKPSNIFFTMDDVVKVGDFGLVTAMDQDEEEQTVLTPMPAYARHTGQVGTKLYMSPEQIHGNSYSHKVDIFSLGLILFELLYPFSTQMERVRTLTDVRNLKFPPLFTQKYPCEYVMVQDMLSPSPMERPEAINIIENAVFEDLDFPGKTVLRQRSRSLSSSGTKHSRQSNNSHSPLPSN
# Rad51 HR inh: blocks human Rad51 in homologous recombination; Q06609; hRad51 DNA strand exchange, fluorescence dequenching; inhibition, % at 10 µM; 200,000 compounds, 0.085% hits;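 active = inhibition above 40% at the single screening dose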;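 note: 0% = DMSO control wells and 100% = blanks with heterologous ssDNA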
#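 Test system: preformed human Rad51 ssDNA filaments; also added: Donor/quencher-labelled 47-bp dsDNA substrate; doses: 10 µM final, single point; times: 37 °C 15-min filament assembly, 30-min compound preincubation, 15-min exchange; detection: FRET fluorescence dequenching, excitation 485 nm, emission 520 nm; read-out basis: Fluorescence-based percent inhibition, control- and blank-normalised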
# eIF4E 4G PPI: eIF4E/eIF4G interaction inhibition in translation initiation; P63073+Q04637; TR-FRET eIF4E-eIF4GI(517-606) binding, 2 h; inhibition, % at 21.7 µM; 220,000 compounds, 0.37% hits; AID 782;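 active = inhibition above about 30%, limit read from the data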;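 note: 0% = full FRET control wells and 100% = background wells lacking eIF4GI fragment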
# Mdm2 ligase inh: inhibitors of human Mdm2 E3 ubiquitin ligase | cell-based MDM2 ubiquitination luciferase reporter, 2 h; 0 = plate control, 100 = twice control, blank-subtracted | 210,000 compounds, 0.11% hits | signal enhancement, % at 5 µM | Q00987;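 active = signal enhancement of 30% or more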;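 note: luminescence tracks abundance of the self-degrading MDM2-luciferase fusion protein; higher signal means inhibition of MDM2 E3 ligase activity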
#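 system = mammalian cells stably expressing self-ubiquitinating, self-degrading MDM2 E3–luciferase fusion | quantity = 2000 cells per well seeded | incubation = 4 h cell settling then 2 h compound exposure, 37 °C | signal = SteadyLite luminescence, 15 min reagent step | benchmarks = plate control and blank wells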
# KCC2 mod: modulates chloride dependent transport by human KCC2; Q9H2X9; KCC2 cells, thallium flux FluoZin-2 fluorescence; B-score of Tl+ flux slope (higher = more flux/activation; lower = inhibition) at 10 µM; 190,000 compounds, 2.2% hits; AID 1456;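 active = thallium flux slope and its plate-corrected score both differing from the plate sample mean at a set confidence after two filtering rounds, in either direction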;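 note: slope of fluorescence scaled to starting intensity during 10 to 20 s after thallium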
# EBV gp42 inh: EBV gp42 inhibition; 220,000 compounds, 0.42% hits; Fluorescence polarization binding assay, mP read-out; inhibition, % (tested at 21.74 µM); Q1HVG2; in the data active = inhibition above about 50%
# L929 necroptosis: L929 zVAD cell death inhibition; L929 zVAD necroptosis rescue, ATP luminescence, 24 h; with zVAD 60 µM; viability rescue, % at 10 µM; 220,000 compounds, 0.38% hits; AID 1377;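 active = activation, scaled between plate controls, above about 75%, limit read from the data; inactive = activation under that limit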;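 note: 0% = zVAD with DMSO and 100% = DMSO alone without zVAD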
# Active calls of the source: *; / = not tested or not shown; [ ] = remark or other dose.
SMILES,Calpain2 inh,TNF necrop inh,PERK inhibitor,Rad51 HR inh,eIF4E 4G PPI,Mdm2 ligase inh,KCC2 mod,EBV gp42 inh,L929 necroptosis
CCOC(=O)c1c(NC(=O)/C=C/C(=O)O)sc(C)c1-c1ccc(C)c(C)c1,-3.4,-1.8,0.0,/,-1.2,-12.2,-1.15,3.0,-0.2
COCCN(CCOC)C(=S)Nc1ccccc1Cl,-3.0,0.5,0.8,0.6,1.4,-4.7,-0.0774,-15.4,0.6
CC1CCCN(Cc2c(O)ccc3c(=O)c(-c4nc5ccccc5s4)c(N)oc23)C1 (centres undefined),-90.5,-4.3,-0.9,-8.9,1.9[fluorescence artefact?],-12.9,-0.693,-19.1,78.0*
C=CCc1c(C)nc(N2CCSCC2)[nH]c1=O,-16.4,-0.6,2.2,-3.0,-3.5,-10.5,0.166,-9.0,-0.4
CNC(=O)c1nnc(Cc2ccc(Cl)cc2)o1,-32.3,5.1,0.4,2.1,-3.0,-17.9,1.22,-18.5,-0.5
COCC(=O)Nc1ccc(OCc2ccccc2)cc1,-0.2,1.7,0.0,-3.2,5.1,-16.2,-0.914,-3.0,1.3
FC(F)Sc1nc2ccccc2[nH]1,-5.0,0.1,-0.1,/,1.1,-9.0,50.3*,2.5,0.6
COc1ccc(CC(=O)N2CCN(C(=O)c3ccco3)CC2)cc1,3.2,1.5,-0.2,11.0,7.7,-21.4,0.0609,-8.1,1.0
COc1ccc(/C=C2\SC(=O)N(CC(=O)NN3CCN(C)CC3)C2=O)cc1OC,-11.1,1.6,0.9,6.8,-16.3,/,0.0022,-10.7,0.5
O=C(COc1ccccc1)NNc1nc2c(F)cccc2s1,-13.5,1.9,2.4,-48.2,-0.5,-57.7,0.898,-13.1,1.5
CCc1nnc(NC(=O)COc2ccc(N(C)S(=O)(=O)c3ccc(C)cc3)cc2)s1,4.3,1.5,0.2,3.4,-6.2,10.6,-0.111,-0.6,4.5
O=S(=O)(CCOc1ccccc1)c1nc2ccccc2[nH]1,-33.2,1.3,0.9,3.6,-8.8,-8.5,/,-0.8,-0.4
N/C(=N\OC(=O)c1ccc(Cl)c([N+](=O)[O-])c1)c1ccccn1,32.1,-1.4,0.5,-0.1,-0.9,-6.7,0.122,-11.1,1.7
CCc1ccc(-n2c(C)n[nH]c2=S)cc1,-26.9,1.6,0.5,-3.6,1.8,15.3,/,-12.1,2.6
CC(C(=O)N1CCOCC1)N1C(=O)c2ccccc2C1=O (centres undefined),-0.6,0.3,0.8,-5.1,3.9[fluorescence artefact?],-26.1,1.18,-22.6,1.3
COc1ccc(OCC(=O)Nc2ccc3c(c2)nc2n3CCSC2)cc1,-72.2,-0.3,-0.3,-0.5,-9.6,-4.8,-1.48,-21.4,0.8
Cc1c(Cl)cccc1NC(=S)N(Cc1ccco1)C(C)c1ccccn1 (centres undefined),18.8,-1.9,0.5,13.9,-1.1,-3.8,-0.431,12.0,-0.7
OCCC1CN(Cc2c(F)cccc2Cl)CCN1C1CCCC1 (centres undefined),-12.8,-0.2,1.4,-10.3,2.2,-9.3,/,-4.3,-0.8
O=C(CCCN1C(=O)CCC1=O)Nc1ccc2c(c1)OCCO2,7.7,-1.8,0.6,4.1,10.9,-15.8,0.104,-3.5,-0.7
O=C(COc1ccc(CO)cc1Cl)Nc1ccc(F)cc1,22.4,2.5,0.4,4.3,-2.1[fluorescence artefact?],-9.6,/,0.8,0.8
COc1cccc(S(=O)(=O)NCc2ccc(C(=O)Nc3cccc(Cl)c3)cc2)c1,-24.7,-0.2,-2.4,-5.6,-10.5,-17.6,-1.84,2.7,-1.2
CC(=O)OCCCNc1cc(Sc2nc3ccccc3s2)c2nonc2c1[N+](=O)[O-],-0.5,-26.8,0.5,-2.5,-44.0,-22.5,0.471,78.0*,13.2
Cc1ccc(NC(=O)N/C=C/c2ccco2)c(C)c1,-153.3,-2.3,1.2,4.4,-10.8,7.4,/,-19.7,0.0
O=C(Cc1c[nH]c2ccccc12)Nc1ccc(N2CCOCC2)cc1,26.4,0.5,2.1,-4.7,1.4,-16.1,0.433,-15.4,-0.1
Cc1ccc(CN2CCN(Cc3ccccc3C(F)(F)F)CC2)cc1,-4.6,-0.3,1.1,4.6,-3.0,1.5,-0.553,-9.3,1.4
CC(=O)c1ccc(NC(=S)N(Cc2ccccc2)C(C)C2CC2)cc1 (centres undefined),69.5*,0.4,-0.1,1.4,-7.3,-21.9,0.00428,1.7,-1.2
CCOC(=O)N1CC=C2C(C#N)=C(N)C(C#N)(C#N)[C@H](c3cccs3)C2C1 (some centres undefined),2.9,-2.6,-1.1,2.8,1.5,-15.1,0.0635,-6.5,-0.2
CSc1ncccc1C(=O)OCC(=O)c1ccc(Br)s1,5.0,0.5,0.1,5.6,0.9,-7.7,0.972,-3.3,0.5
COc1ccc(N(Cc2cc(=O)[nH]c3ccccc23)C(=O)c2ccco2)cc1,-42.8,-2.0,0.4,1.5,10.2,-4.2,-1.14,3.1,-0.3
COC(=O)CCC(=O)Nc1ccccc1C(=O)Nc1ccccc1,-21.7,-0.9,1.4,-2.3,2.4,-8.9,0.637,5.3,0.5
S=c1[nH]nc(C2CCCCC2)n1/N=C/c1ccccn1,10.1,-2.9,0.1,0.7,-1.0,-0.4,-1.1,-13.2,0.8
C=CCN1C(=O)C(CC(=O)Nc2ccc(OC)cc2)SC1=Nc1ccc(S(N)(=O)=O)cc1 (centres undefined),3.2,-0.1,0.3,/,4.7,-23.9,0.814,-9.7,0.9
O=C(NC1CCCCC1)C(c1ccncc1)N(C(=O)Cn1nnc(-c2cccs2)n1)C1CCCC1 (centres undefined),-5.7,-1.5,-0.7,-5.3,3.3,-1.1,-0.169,-16.4,0.2
Cc1ccc(C(=O)N2N=C(CC(C)C)CC2(O)C(F)(F)F)o1 (centres undefined),6.5,0.1,-0.1,7.9,2.8,-9.9,-0.348,-6.6,1.2
Cc1cc(C)nc(SC2CCOC2=O)n1 (centres undefined),26.2,-1.2,1.7,0.7,-0.4[fluorescence artefact?],-21.8,0.604,-13.5,0.1
COC(=O)c1ccc(N)cc1O,15.6,-0.3,-0.9,5.5,-0.2,6.0,/,5.9,-0.5
CCOC(=O)c1sc(/N=C/Nc2nc(C)c(C(=O)OCC)s2)nc1C,-58.5,-1.1,0.7,-6.0,2.8,1.6,-0.482,-10.7,-0.4
C/C(=N\NC(=O)CNc1cccc2ccccc12)c1ccccc1,-27.9,-0.3,1.3,/,-3.0,-9.8,0.39,-5.8,0.2
CC(NC(=O)C1CCC1)c1ccc(Br)cc1 (centres undefined),-1.7,11.1,0.7,0.3,5.1,-6.6,0.575,-14.0,3.5
COc1ccc(N2CCCn3c2nc2c3c(=O)n(Cc3ccccc3)c(=O)n2C)c(OC)c1,-29.3,0.0,-0.4,7.3,-0.9,-10.7,-0.967,-5.6,-0.3
O=C(O)Cc1sc(Nc2ccc(Cl)cc2)nc1-c1cccs1,-40.1,-0.8,-0.6,/,2.9,-17.2,2.01,1.1,-0.6
COc1ccccc1-c1nnc(SCC(=O)O)n1C,28.1,1.1,0.4,2.4,-3.4,-12.5,/,-1.8,1.4
CCCC(c1nnnn1Cc1ccccc1)N1CCC(C(N)=O)CC1 (centres undefined),28.3,-0.1,0.4,1.4,7.2,-25.1,1.16,-2.2,-0.1
COc1ccccc1N1CCN(S(=O)(=O)CC23CCC(CC2=O)C3(C)C)CC1 (centres undefined),-14.8,-0.6,0.6,-1.6,1.4,-4.2,0.288,-8.2,0.5
O=C1NCCn2ccc(=O)cc21,-11.8,1.7,0.9,9.8,-0.8,-9.5,-0.0259,-3.0,0.9
CCN1CNC(=S)N(c2cc(C)ccc2C)C1,-21.7,-0.7,-0.3,-3.0,-0.7,-9.1,0.369,-6.3,-0.1
CN1C(=O)C2(C(C#N)=C(N)Oc3n[nH]c(-c4ccc(Cl)cc4)c32)c2ccccc21 (centres undefined),4.5,-4.0,-0.3,17.9,6.5,2.2,0.143,0.1,-0.2
Cc1c(NC(=O)c2cc(C(C)C)on2)c(=O)n(-c2ccccc2)n1C,34.9,-0.1,1.4,0.2,-5.6,-8.2,0.252,-25.4,-0.1
COc1ccc(CCNC(=O)CSc2nc3[nH]ncc3c(=O)n2-c2cccc(C(F)(F)F)c2)cc1OC,19.0,-0.6,-0.4,6.7,-5.4,-13.6,1.1,2.1,0.7
COc1ccc(OC)c(-n2c(=S)[nH]c3cc(C(=O)N4CCN(c5ccccc5)CC4)ccc3c2=O)c1,-48.9,-1.4,-0.3,/,1.9,-5.0,-0.121,-2.7,-0.4
COc1ccc(C(=O)NC(C(=O)NCCc2ccc3c(c2)OCCO3)C(C)C)cc1 (centres undefined),9.6,0.5,-0.6,-2.2,1.1,7.8,-0.011,-19.6,4.2
COc1ccc(CC(NC(C)=O)C(=O)NC2CCN(c3nnnn3-c3ccccc3)CC2)cc1 (centres undefined),-21.9,-1.1,0.9,11.4,8.3[fluorescence artefact?],1.2,-1.52,-14.6,1.9
O=C(CSc1n[nH]c(=O)n1C1CC1)N1N=C(c2ccc(Cl)cc2)CC1c1ccco1 (centres undefined),-18.8,-4.7,0.1,-25.4,-8.1,/,0.206,-19.3,-0.4
COc1ccc(N2CCN(C(=O)c3ccc(Cl)c(S(=O)(=O)N4CCCC4)c3)CC2)cc1,-24.2,0.5,0.6,11.9,5.4,-14.4,-0.394,-19.6,1.6
Cn1c(=O)c2[nH]c(-c3ccccc3Cl)c(O)c2n(C)c1=O,-13.6,0.2,0.9,-16.7,14.1,-16.8,-0.342,65.1*,0.1
CC(=O)Nc1cccc(OCc2ccc(F)cc2)c1,-5.4,0.0,1.5,-25.0,0.9,-12.0,-1.68,-1.6,0.8
O=C(Nc1nnc(-c2ccccc2SCc2ccccc2F)s1)Nc1ccccc1F,50.8*,-0.2,1.0,-3.2,-16.1,-2.7,0.682,1.8,-0.1
COC(=O)c1ccc(NC(=O)Nc2ccc(F)cc2F)cc1,28.7,1.6,0.5,5.4,-5.3,-4.0,-0.356,-3.3,28.3
CSc1cccc(NC(=O)COc2ccccc2)c1,6.6,0.1,1.1,6.4,0.8,5.8,0.416,-13.9,0.3
